# Screens (PubChem)
# SNCA expr inh = Primary qHTS assay for inhibitors of alpha-synuclein gene (SNCA) expression; Potency, µM (top dose mostly 57.2 µM), inactives show at the highest dose activity change, negative = inhibition, actives largely listed as inhibitors; AID 1671194, 2021; HEK-293 SNCA-luciferase knock-in, luminescence, 24 h; 0.17% of 140,000 active;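 note: potency is the fitted concentration of half-maximal effect; plate controls were DMSO cells for no effect and cell-free wells for full effect; nearly all actives have a fitted effect of over 45% in size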
# HEK293 viab = GF-AFC viability counterscreen for inhibitors of alpha-synuclein gene (SNCA) expression | HEK-293-SNCA-luc viability, GF-AFC fluorescence, 24 h | Potency, µM (doses to about 57.1 µM), inactives show at the top dose activity change, negative = cytotoxicity, hits mostly cytotoxic | 0.12% of 150,000 active | AID 1671193, 2021;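 note: potency is the fitted concentration of half-maximal effect; 0% = DMSO-treated cells and -100% = medium-only wells without cells; nearly all actives have a fitted effect of over 30% in size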
#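 HEK-293-SNCA-luc cells (1500/well) plated 24 h, then exposed 24 h to a dilution series; GF-AFC added 30 min at 37C, fluorescence 405/540 nm; normalised to medium-only and DMSO wells, Hill fit.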
# IP6K1 inhibitor = Primary qHTS assay for small molecule inhibitors of Inositol hexaphosphate kinase 1 (IP6K1) | Inositol hexakisphosphate kinase 1 (Homo sapiens), Q92551 | IP6K1 kinase, ADP-Glo luminescence, 2 h; active compounds read low | activity change, % (series mostly up to about 58 µM) | 0.81% of 140,000 active | AID 1645851, 2021; in the data active = activity change below about -25%
# Target sequence (Q92551 whole entry, looked up): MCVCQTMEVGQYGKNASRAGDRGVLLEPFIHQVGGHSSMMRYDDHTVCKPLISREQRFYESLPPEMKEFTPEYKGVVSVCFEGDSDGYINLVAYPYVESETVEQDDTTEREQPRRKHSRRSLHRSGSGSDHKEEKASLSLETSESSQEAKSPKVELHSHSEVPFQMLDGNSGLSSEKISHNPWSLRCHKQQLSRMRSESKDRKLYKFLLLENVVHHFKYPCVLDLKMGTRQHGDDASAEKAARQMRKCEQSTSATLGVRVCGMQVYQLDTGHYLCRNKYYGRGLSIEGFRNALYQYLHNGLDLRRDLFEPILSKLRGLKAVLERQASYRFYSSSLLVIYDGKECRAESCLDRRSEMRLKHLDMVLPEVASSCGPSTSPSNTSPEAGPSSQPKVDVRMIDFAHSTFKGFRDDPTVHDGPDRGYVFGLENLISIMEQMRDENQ
#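 ADP-Glo luminescence measures ADP made by human IP6K1 during a 2 h RT reaction with ATP/IP6 (mix at 1.3 mM/130 uM); top library doses 57.5 and 19.1 uM final.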
# 3T3 cytotox = Cytotoxic Profiling in NIH 3T3 Cell Line of Diverse Libraries Using Quantitative High-Throughput Screening | Potency, µM (highest dose often 96.7 µM), without a hit: at the top dose activity change, negative = cytotoxicity, hits mostly inhibitors | NIH 3T3 viability, CellTiter-Glo ATP luminescence, 48-72 h | 4.3% of 94,000 active; note: potency is the fitted concentration of half-maximal effect; nearly all actives have a fitted effect of over 55% in size
#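 ATP-dependent luminescence (CellTiter-Glo) served as the viability signal for NIH 3T3 cells treated with compound for 48 or 72 hr at 37 °C.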
# Luciferase inh = Firefly luciferase inhibition profiling of diverse chemical library using quantitative high-throughput screening. 2.5% of 76,000 active. purified P. pyralis luciferase, luminescence, biochemical. Potency, µM (top dose mostly 115 µM), for the others: at the highest dose activity change, negative = inhibition, most hits filed as inhibitors. Luciferin 4-monooxygenase (Photinus pyralis), P08659. AID 1347043, 2019; note: potency is the fitted concentration of half-maximal effect; nearly all actives have a fitted effect of over 65% in size
# Target sequence (P08659 whole entry, looked up): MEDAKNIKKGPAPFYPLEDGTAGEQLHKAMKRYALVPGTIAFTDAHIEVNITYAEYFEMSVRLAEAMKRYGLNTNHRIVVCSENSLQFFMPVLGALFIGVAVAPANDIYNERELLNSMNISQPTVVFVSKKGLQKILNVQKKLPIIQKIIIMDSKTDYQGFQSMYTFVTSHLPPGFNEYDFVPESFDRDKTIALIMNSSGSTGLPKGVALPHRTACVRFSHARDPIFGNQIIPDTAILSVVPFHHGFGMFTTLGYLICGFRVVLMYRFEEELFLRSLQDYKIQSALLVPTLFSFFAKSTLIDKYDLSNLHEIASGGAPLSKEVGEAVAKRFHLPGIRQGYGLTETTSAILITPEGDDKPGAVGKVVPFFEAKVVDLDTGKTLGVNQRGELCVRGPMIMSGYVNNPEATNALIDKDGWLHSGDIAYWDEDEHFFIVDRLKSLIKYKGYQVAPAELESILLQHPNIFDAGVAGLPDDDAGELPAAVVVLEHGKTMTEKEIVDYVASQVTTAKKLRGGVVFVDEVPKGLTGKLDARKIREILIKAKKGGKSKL
#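 Inhibitors were tested against purified firefly luciferase in a biochemical, low-substrate format (both substrates at 10uM) and luminescence measured with a CCD imager.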
# GPT2 inh = Primary qHTS assay for inhibitors of Glutamate pyruvate transaminase 2 (GPT2) | Alanine aminotransferase 2 (Homo sapiens), Q8TD30 | Potency, µM (series often up to 57.7 µM), inactives show top-dose activity change, negative = inhibition, usual class: inhibitors | 0.25% of 100,000 active | Recombinant GPT2, coupled pyruvate oxidase/HRP Amplex Red fluorescence; note: potency is the fitted concentration of half-maximal effect; nearly all actives have a fitted effect of over 60% in size; many of its hits are not listed in these tables
#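 Fluorescence of coupled pyruvate oxidase/HRP/Amplex Red system (50uM Amplex, 30 min, dark) reports pyruvate formed by GPT2. Enzyme reaction: 10ng/uL GPT2, 2mM L-alanine, 250uM a-KG, 30 min room temperature, pH 7.5; 50uM AOA control.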
# HEK293 tox = Cytotoxic Profiling in HEK 293 Cell Line of Diverse Libraries Using Quantitative High-Throughput Screening. HEK 293 viability, ATP luminescence (CellTiter-Glo), 48-72 h. AID 1345083, 2018. Potency, µM (titrated, usually from 115 µM), for inactives: top-dose activity change, negative = cytotoxicity, actives largely listed as inhibitors. 6.6% of 94,000 active; note: potency is the fitted concentration of half-maximal effect; nearly all actives have a fitted effect of over 60% in size
#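 Read-out: CellTiter-Glo ATP luminescence. Cells: HEK 293, 250 cells/well. Exposure: 48 or 72 hr, 37 degree Celsius.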
# * marks the source's active call; other numbers are inactive results; i = inactive; ? = inconclusive; / = not tested or not shown; & = joins results of further samples; [ ] = remark or other dose. Unless noted, calls come from the whole dose curve; as a rule, active = well fitted curve in the direction sought with a large enough effect; inconclusive = small, poorly fitted or top-dose-only effect, or another doubt; inactive = no such curve, though single readings can be large; an effect the other way counts as inactive or inconclusive. Unless noted, % is set by controls: 0 for no effect and ±100 for the full control effect. A portion of the library; the hit share may differ from the screen's.
molecule	Luciferase inh	IP6K1 inhibitor	3T3 cytotox	HEK293 tox	GPT2 inh	SNCA expr inh	HEK293 viab
O=C(NC1CCCN(c2cc(-c3ccc(F)cc3)[nH]n2)C1)c1nccc2ccccc12 (stereo not given)	?	3	?	?	0%	?	?
CCNc1ncc(CN2CCN(c3cccc(C(F)(F)F)c3)CC2)cn1	0%	-14	?	?	?	20%	2%
Cn1c(N2CCN(C(=O)Cn3nc4c(cc3=O)CCCCC4)CC2)nc2ccccc21	0%	10	-11%	-16%	-19%	-14%	-10%
CCOC(=O)c1ccc2ncc3c(-c4ccccc4)nn(-c4ccc(F)c(Cl)c4)c3c2c1	/	10	/	/	/	-4%	-9%
COc1ccc(CNC(=O)C2CCN(C(=O)N3CC(C)Oc4ccc(C)cc43)CC2)cc1 (stereo not given)	/	-3	/	/	/	-2%	6%
CC1=C(C(=O)Nc2ccccc2)C(c2ccccc2)n2nc(-c3ccco3)nc2N1 (stereo not given)	/	-14	/	/	/	-11%	3%
O=C(COc1ccccc1Cl)Nc1cc(-c2ccccc2F)nn1-c1ccccc1	/	36	/	/	/	-2%	12%
COc1ccc(CC(=O)N2CCC(Oc3ncccc3C(=O)N3CCCCC3)C2)cc1 (stereo not given)	1%	17	2%	-22%	i	0%	-16%
CC1CCN(c2ncnc3c2nnn3C)CC1	/	17	/	/	/	-8%	8%
CCOc1ccc(CCNC(=O)Cn2ncn3c(cc4ccccc43)c2=O)cc1OCC	/	-18	/	/	/	12%	10%

# (listing goes on)
molecule	Luciferase inh	IP6K1 inhibitor	3T3 cytotox	HEK293 tox	GPT2 inh	SNCA expr inh	HEK293 viab
C#CCN1C(=O)C(O)(CC(=O)c2ccc(OC)c(OC)c2)c2cc(Br)ccc21 (stereo not given)	/	3	/	/	/	-4%	2%
CC1(CO)CC(O)[C@]2(C(=O)O)CCC34CC3(C=CC3[C@]5(C)C(CC[C@]34C)C(C)(CO)[C@@H](O)[C@H](O)[C@@H]5O)C2C1 (stereo not given in full)	/	-4	/	/	?	/	-47%[23.9 µM]
CCCN(CCC)C(=O)c1ccc(CN2C(=O)NC3(CCS(=O)(=O)CC3)C2=O)cc1	-5%	8	0%	1%	i	3%	-1%
CCN(CC)C(=O)Cn1c(=O)n(Cc2ccc(C(=O)NCCCOC)cc2)c(=O)c2ccccc21	/	23	/	/	/	6%	?
O=C(c1cnccn1)N1CCCC(c2noc(COc3ccccc3F)n2)C1 (stereo not given)	0%	-11	-29%	-16%	i	-9%	1%
CCc1nonc1NC(=O)c1oc2cc(C)c(C)cc2c1C	/	16	/	/	/	244%[activator]	1%
O=C(NCc1ccccc1)c1ccc2nccn2c1	/	8	-13%[138 µM]	-14%[172 µM]	?	172%[activator][87.6 µM]	-2%[87.6 µM]
Cc1nnc2n1CCC(NS(=O)(=O)c1ccccc1F)CC2 (stereo not given)	4%	13	-18%	-20%	-14%	-12%	-12%
CC1=C[C@@H](CNC(=O)C(=O)O)[C@H](C(C)C)C[C@H]1CC(=O)O	1%[172 µM]	5	i	i	-15%[88.5 µM]	5%[87.6 µM]	5%[87.6 µM]
COc1ccc(S(=O)(=O)NCc2cccn2Cc2cccc(C)c2)cc1Cl	/	-2	/	/	/	?	-28%

# Continuation:
molecule	Luciferase inh	IP6K1 inhibitor	3T3 cytotox	HEK293 tox	GPT2 inh	SNCA expr inh	HEK293 viab
CCCCCCCCCCCCCCCCCCOCC(O)CO (stereo not given)	/	6	/	/	-8%	-4%[25.6 µM]	-21%[23.9 µM]
C=C(c1ccc(C(=O)O)cc1)c1cc2c(cc1C)C(C)(C)CCC2(C)C	/	-21&-5	/	/	5%&1%	15%[25.6 µM]	5%
C(=C\c1ccccc1)/CN1CCN(Cc2cc3n(n2)CCCNC3)CC1	-7%	1	1%	?	i	2%	-2%
N#Cc1cccnc1N1CCC(NC(=O)c2ccc3nccn3c2)CC1	-2%	-13	-63%	?	-4%	-26%	-8%
O=C1NCCC[C@@H]1NC(=O)[C@@H]1CN(C(=O)C2CCNCC2)CCN1C(=O)c1ccccc1	-7%	12	1%	-4%	i	15%	0%
CNC(=O)c1cc(C2CC2)nc2onc(C3CCCN(C(=O)c4ccccc4OC)C3)c12 (stereo not given)	/	-4	?	?	/	/	/
CCOC(=O)N1CCN(C(=O)CN(c2cccc(Cl)c2C)S(=O)(=O)c2ccc(C)cc2)CC1	/	1	/	/	/	-29%	1%
COc1nc2c(cc1CNC(=O)C1CC1(C)C)C(=O)N(C1CCCC1)C2 (stereo not given)	-3%	9	-7%	-27%	?	5%	0%
CN1C(=O)c2cccn2CC1CN (stereo not given)	1%	-2	i	0%	i	35%[activator]	-5%
O=C(NCc1cccc(Cl)c1)C1CCN(C(=O)c2ncn3c2COC(c2ccc(F)cc2)C3)CC1 (stereo not given)	25µM*	17	1%	14%	?	21%	-5%

# (further entries)
molecule	Luciferase inh	IP6K1 inhibitor	3T3 cytotox	HEK293 tox	GPT2 inh	SNCA expr inh	HEK293 viab
COCCN(Cc1nccs1)C(=O)c1cnc(-c2ccccn2)[nH]c1=O	14%	21	?	40µM*	i	?	-16%
CN(C)CCCC(=O)N1CCC2(CC1)CN(C(=O)CCC(=O)O)CCO2	/	19	-21%	-9%	i	-29%	17%
O=C1NCCCN1C1CCN(Cc2ccc(F)cc2)CC1	4%[172 µM]	5	-12%[138 µM]	?	i	2%[87.6 µM]	1%[87.6 µM]
Cc1ccc(C(=O)N2CCc3nc(C)nc(-c4ccc(Cl)cc4)c3CC2)cc1	8%	-1	?	?	4%	-17%	0%
CC(C)CC(=O)n1cc(C(N)=O)c(=O)cc1C(O)c1ccccc1 (stereo not given)	/	1	/	/	i	/	26%
O=C(c1ccc(-c2cncnc2)cc1)N1CCC(C(=O)N2CCOCC2)CC1	/	1	-11%	1%	1%	-8%	?
COc1cc(C2CC(=O)Nc3cc4c(cc32)OCCO4)cc(Br)c1OC (stereo not given)	/	-6	/	/	/	-20%	-14%
COc1cccc(-c2cccc(C(=O)N[C@H]3C[C@@H]4OCC[C@H]34)c2)c1	-26%	18	-10%	?	1%	19%	1%
COc1cc(O)c(C(=O)CCc2ccc(O)cc2)c(O[C@@H]2O[C@H](CO)[C@@H](O)[C@H](O)[C@H]2O)c1	/	19	/	/	?	/	-9%[23.9 µM]
Cc1ccc(Nc2ccnc(N3CCCC3C(=O)N3CCC(Cc4ccccc4)CC3)n2)cc1 (stereo not given)	/	-3	20µM*	14µM*	?	?	5%[12.5 µM]

# Remaining list, next part
molecule	Luciferase inh	IP6K1 inhibitor	3T3 cytotox	HEK293 tox	GPT2 inh	SNCA expr inh	HEK293 viab
Cc1cc(C)c(Cn2c3ccccc3c3cnn(CC(=O)N4CCCCCC4)c(=O)c32)c(C)c1	/	-2	/	/	/	11%	3%
CCC1=C(C(=O)OC)C(c2cccc(F)c2)N2C(CC(=O)NCCc3cccs3)=CSC2=N1 (stereo not given)	-9%	15	?	?	-25%	-1%	7%
COc1ccc(C(=O)N(C)C2CCCN(CCc3ccccc3)C2)cc1OC (stereo not given)	12%	0	-12%	-10%	-5%	-19%	0%
O=C(CSc1nc2c([nH]c3ccccc32)c(=O)n1-c1ccccc1)c1ccc(Cl)cc1	/	26	/	/	/	-2%	15%
O=C(NCCc1ccc(Cl)cc1)c1cc(-c2ccccc2)n[nH]1	/	-5	/	/	/	52%[activator]	-16%
CN(C)C(=O)c1cc(C(C)(C)C)c2cccn2n1	/	-9	i	-2%[172 µM]	2%[88.5 µM]	212%[activator][87.6 µM]	3%[87.6 µM]
COCCNc1ccc(-c2nc(-c3ccccn3)no2)cc1[N+](=O)[O-]	/	5	/	/	/	65%[activator]	9%
COc1cccc(-c2noc(CC3CCN(C(=O)CCCc4ccccc4)CC3)n2)c1	-6%	-3	?	?	i	?	3%
CCN(CC)CCCNC(=O)c1ccc2c(c1)N(Cc1c(F)cccc1Cl)C(=O)c1ccccc1S2	/	-3	/	/	/	?	-16%
Cc1cc(NC(=O)C2CCCN(S(=O)(=O)c3cn(C)cn3)C2)ccc1Br (stereo not given)	/	-2	/	/	/	86%[activator]	-3%

# 3 entries picked at random from the list so far, as already listed:
molecule	Luciferase inh	IP6K1 inhibitor	3T3 cytotox	HEK293 tox	GPT2 inh	SNCA expr inh	HEK293 viab
COCCNc1ccc(-c2nc(-c3ccccn3)no2)cc1[N+](=O)[O-]	/	5	/	/	/	65%[activator]	9%
Cc1cc(NC(=O)C2CCCN(S(=O)(=O)c3cn(C)cn3)C2)ccc1Br (stereo not given)	/	-2	/	/	/	86%[activator]	-3%
Cc1cc(C)c(Cn2c3ccccc3c3cnn(CC(=O)N4CCCCCC4)c(=O)c32)c(C)c1	/	-2	/	/	/	11%	3%

# The list continues:
molecule	Luciferase inh	IP6K1 inhibitor	3T3 cytotox	HEK293 tox	GPT2 inh	SNCA expr inh	HEK293 viab
CCc1ccc(NC(=O)CN2C(=O)NC3(CCS(=O)(=O)CC3)C2=O)cc1	3%	-3	-4%	-1%	i	-7%	-2%
O=C(c1scc2c1OCCO2)N1Cc2ccccc2C(O)C1 (stereo not given)	-7%	-1	-5%	-10%	2%	-22%	8%
COc1ccc(C(=O)N2CC(Cn3c(C)cnc3-c3ccncc3)C2)cn1	/	0	-4%	i	4%	1%	-16%
CCN(C(=O)COc1cc(=O)n(C)c2ccccc12)c1cccc(C(F)(F)F)c1	/	-13	/	/	/	-8%	7%
CSc1ccc(-c2cccc(CN3CCC(N[S+](=O)([O-])c4ccccc4)CC3)c2)cc1	/	-21	16µM*	28µM*	/	/	/
C=CCNC(=O)c1csc2nc(-c3cccc(C(F)(F)F)c3)cn12	?	-8	?	?	?	45%[activator]	0%
CCCN(CCC)CC(O)Cn1cc(/C=C/C(=O)c2ccc(OCC)cc2)c2ccccc21 (stereo not given)	/	5	/	/	/	57%[activator]	?
CCOc1ccc(NC(=O)NCCN2CCN(c3cc(Cl)ccc3C)CC2)cc1	/	-5	/	/	/	?	-3%
Cc1ccc(NC(=O)C2CCN(c3nc4ccccc4[nH]3)CC2)cc1Cl	/	7	/	/	/	-4%	-4%
COc1ccc(CCN(Cc2ccccc2F)CC2(O)CCCNC2)cc1 (stereo not given)	0%	-13	25µM*	25µM*	-13%	0%	2%
CC1(COc2cccnc2)COc2ccc(C(=O)N3CCN(c4ccccn4)CC3)cc2N1 (stereo not given)	-13%	13	?	?	i	?	-15%
CN(C)CCCCC(=O)Nc1ccc(NC(=S)NC(=O)c2ccc(C(C)(C)C)cc2)cc1	/	-22	/	/	i	/	?
O=S(=O)(NCc1cccnc1Oc1ccc(F)cc1F)c1cccnc1	-5%	1	-9%	4%	i	6%	?
